Compound activity deposited in PubChem BioAssay by National Center for Advancing Translational Sciences (NCATS).
GLP1R cytotox – cytotoxic in the GLP-1 receptor inverse agonist counter-screen; HEK293 cAMP-luciferase reporter cells, luminescence, 24 h; Potency, µM (series often up to 38.3 µM), for the others: at the top dose activity change, negative = inhibition, hits mostly inhibitors; actives 0.13% (n = 410,000);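 also: loss of luciferase light is scored as toxicity; potency is read from the fitted curve at half-maximal effect; % is scaled to controls: 0 for no effect and ±100 for the full control effect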
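Seeding density was 200 cells/uL; after overnight-length (12 h) culture, 23 nL compounds went on for 24 h at 37 °C. Readout used a luciferase detection reagent, luminescence taken after 12 min at room temperature.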
GLP1R inv ag – inverse agonists of human GLP-1 receptor. actives 1.6% (n = 410,000). Potency, µM (titrated, usually from 38.3 µM), without a hit: top-dose activity change, negative = inhibition, most hits filed as inhibitors. AID 624417. P43220. HEK293 GLP-1R CRE-luciferase, luminescence, 24 h; GLP-1R form is constitutively active; also: potency is read from the fitted curve at half-maximal effect; % is scaled to controls: 0 for no effect and ±100 for the full control effect; nearly all actives have a fitted effect of over 55% in size
Target sequence (P43220 whole entry, looked up): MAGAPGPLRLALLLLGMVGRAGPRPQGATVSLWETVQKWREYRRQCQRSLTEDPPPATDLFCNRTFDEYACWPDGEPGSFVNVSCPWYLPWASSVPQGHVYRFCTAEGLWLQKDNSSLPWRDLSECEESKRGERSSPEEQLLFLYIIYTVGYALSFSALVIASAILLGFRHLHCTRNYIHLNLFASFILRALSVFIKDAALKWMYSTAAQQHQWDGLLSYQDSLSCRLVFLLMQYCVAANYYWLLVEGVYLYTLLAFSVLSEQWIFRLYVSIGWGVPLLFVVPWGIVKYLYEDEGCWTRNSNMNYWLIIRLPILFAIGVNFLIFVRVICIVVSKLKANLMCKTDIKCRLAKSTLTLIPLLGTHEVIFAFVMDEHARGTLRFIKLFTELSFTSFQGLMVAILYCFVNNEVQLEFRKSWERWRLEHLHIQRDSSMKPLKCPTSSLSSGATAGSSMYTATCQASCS
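Cells are plated, allowed 12 hours at 37 deg C, then treated with compounds for 24 hr before luciferase detection reagent is added and luminescence is read after 12 min at room temperature. The HEK293 line carries constitutively active GLP-1R with a cAMP-responsive reporter.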
GLP1R ag – agonists of human GLP-1 receptor. AID 624172. P43220. actives 0.007% (n = 380,000). HEK293 GLP-1R CRE-luciferase, luminescence, 4-6 h; cells express a hypersensitive GLP-1R form. Potency, µM (series often up to 45.6 µM), inactives show top-dose activation, usual class: activators; also: potency is read from the fitted curve at half-maximal effect; % of control where 0% means no effect
PI5P4K alpha inh – PI5P4K alpha (human) kinase inhibition; AID 652105; actives 1.2% (n = 330,000); max response, %; PI5P4Kalpha enzyme, ADP-Glo luminescence, 60 min; stronger effect = lower value; active = max response of -50% or lower; inconclusive = between -30% and -50%; inactive = -30% or higher; also: value at the top dose of about 77 µM; % is scaled to controls: 0 for no effect and ±100 for the full control effect
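Enzyme plus substrate dispensed, test compounds pinned in, then ATP (5 microM final) added. After 60 min at RT, ADP-Glo reagent 1 for 45 min and reagent 2 for 30 min preceded luminescence imaging.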
DRD3 antagonist – antagonists of human D3 dopamine receptor; D3R cells, DiscoveRx beta-arrestin luminescence, antagonist mode; stronger effect = lower value; actives 2.5% (n = 360,000); max response, negative = inhibition, %; P35462; in the data active = max response below about -50%; inconclusive = no clear call, values can overlap the other calls; also: % is scaled to controls: 0 for no effect and ±100 for the full control effect; mostly tested at two doses, the higher about 12 µM
Target sequence (P35462 whole entry, looked up): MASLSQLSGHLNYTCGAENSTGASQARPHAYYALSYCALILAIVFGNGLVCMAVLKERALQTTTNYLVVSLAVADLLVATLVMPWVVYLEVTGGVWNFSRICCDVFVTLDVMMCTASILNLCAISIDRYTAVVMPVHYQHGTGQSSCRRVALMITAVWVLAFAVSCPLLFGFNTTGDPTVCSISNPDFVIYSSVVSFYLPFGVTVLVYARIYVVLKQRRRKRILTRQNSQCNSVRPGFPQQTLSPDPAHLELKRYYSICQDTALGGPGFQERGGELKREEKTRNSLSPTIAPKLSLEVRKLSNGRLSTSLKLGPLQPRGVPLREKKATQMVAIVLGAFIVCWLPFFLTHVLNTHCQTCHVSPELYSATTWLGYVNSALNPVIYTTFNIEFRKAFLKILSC
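Cells plated overnight at 1500 cells/well, then exposed to library compounds with dopamine controls for 90 minutes at 37 degrees C. DiscoveRx reagent added for 30–60 minutes at room temperature; luminescence read, quantitative HTS format.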
WRN helicase inh – blocks human WRN helicase. Q14191. WRN helicase unwinding, fluorescent forked duplex, kinetic. AID 651768. actives 0.46% (n = 360,000). Potency, µM (highest dose often 114 µM), inactives show top-dose activity change, negative = inhibition, most hits filed as inhibitors; also: potency is read from the fitted curve at half-maximal effect; % is scaled to controls: 0 for no effect and ±100 for the full control effect; nearly all actives have a fitted effect of over 55% in size
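Screening of the MLSMR collection measured strand separation of a quenched forked DNA duplex (100 nM) by 20 nM WRN with 2 mM ATP, all final. Compounds were preincubated with enzyme 15 min at room temperature.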
PLK1 PBD block – blocks phosphopeptide binding to human PLK1 polo-box domain; AID 720504; actives 2.8% (n = 360,000); Plk1 PBD binding of FITC phosphopeptide, fluorescence polarization; Potency, µM, for the others: max response, negative = inhibition, actives largely listed as inhibitors; P53350; also: potency is read from the fitted curve at half-maximal effect; series mostly up to about 57 µM; % is scaled to controls: 0 for no effect and ±100 for the full control effect; nearly all actives have a fitted effect of over 65% in size
DRD3 agonist – activates the human D3 dopamine receptor. P35462. D3R DiscoveRx beta-arrestin cells, luminescence, 90 min. max activation, %. actives 0.58% (n = 410,000). AID 652048; in the data active = max activation above about 30%; also: 0% is about no effect; mostly tested at two doses, the higher about 12 µM
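Cells at 1500/well, incubated overnight, then treated with pinned compounds (dopamine as control) for 90 min at 37 degrees C. DiscoveRx reagent added for 30 - 60 minutes at room temperature; luminescence read.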
IL-2 act – IL-2 activation; IL-2 activation reporter assay, cell-based qHTS; stimulated with anti-CD3/CD4/CD28 beads; in transgenic mouse T cells; activation, % (series mostly up to about 46 µM); actives 0.065% (n = 360,000); in the data active = activation above about 50%; inconclusive = mostly about 30% to 49%; also: 0% is about no effect
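Readout: EGFP and DsRed signals by fluorescent plate cytometry. Unstimulated transgenic mouse T cells received compound 60 min before antibody-bead stimulation, then incubated 18 h at 37 degrees C.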
An asterisk follows results filed as active; ? = inconclusive; nt = not tested or not shown; [ ] = another dose, or the depositor's remark. Unless noted, calls follow the shape of the dose curve; as a rule, active = well fitted curve in the direction sought with a large enough effect; inconclusive = small, poorly fitted or top-dose-only effect, or another doubt; inactive = no such curve, though single readings can be large; an effect the other way counts as inactive or inconclusive.

Every second line gives: GLP1R cytotox	GLP1R inv ag	GLP1R ag	PI5P4K alpha inh	DRD3 antagonist	WRN helicase inh	PLK1 PBD block	DRD3 agonist	IL-2 act
1	COc1ccc(S(=O)(=O)N(CC(=O)N(C)Cc2ccccc2)c2ccc(Cl)cc2)cc1
  -11%	?	-5%	nt	nt	nt	nt	0	nt
2	COc1ccc(OC)c(Nc2nc(NCCO)c3ccccc3n2)c1
  -13%	?	-2%	5	31	-27%[57.1 µM]	1%	2	-2.2
3	CCN(CC)C(=O)c1nc[nH]c1C(=O)N1CCN(c2ccccc2)CC1
  -6%	-29%	-4%	7	16	2%	-8%	8	-0.3
4	O=C(CN1CC(c2ccccc2)CC1=O)OCc1cccc(Br)c1 (configuration not stated)
  11%	1%	3%	1	-25	-7%	-14%	-8	-4.5
5	CC(C)C#Cc1ccc2c(c1)O[C@@H](CN(C)S(=O)(=O)c1cn(C)cn1)[C@@H](C)CN([C@H](C)CO)S2(=O)=O
  -9%	1%	10%	4	2	12%	-11%	0	0.7
6	CCN(c1ccccc1)S(=O)(=O)c1ccc(N)cc1
  -1%	-9%	1%	-3	19	3%	-9%	6	-1.8
7	CCOc1ccc(Cl)cc1-c1cc(C(=O)Nc2cc(OC)ccc2OC)[nH]n1
  -4%	26%	2%	1	159	-1%	10%	3	-0.4
8	O=C(C[n+]1cccc(C(=O)Nc2ccccc2)c1)c1ccccc1
  2%	16%	6%	4	0	-5%	-8%	28	0.4
9	O=C(Nc1ccc2c(c1)OCO2)N1CCN(Cc2ccco2)CC1
  ?	?	0%	3	-7	?	-11%	-9	-1.0
10	Cc1ccc(OC(=O)NC2CCS(=O)(=O)C2)cc1C (configuration not stated)
  1%	0%	-14%	nt	24	-2%	-3%	15	-0.5
11	O=C(NC(NC(=S)Nc1c(Cl)cccc1Cl)C(Cl)(Cl)Cl)OCc1ccccc1 (configuration not stated)
  ?	?	-6%	-5	-69*	-20%	-3%	-17	-3.8
12	Cc1nnc(SCC(=O)NNC(=O)c2ccco2)n1-c1cccc(Cl)c1
  2%	-1%	-3%	3	1	-1%	-7%	-1	-2.9
13	COC(=O)c1scc(C)c1NC(=O)Nc1ccccc1
  -7%	10%	10%	4	33	-1%	-3%	-12	0.4
14	Cc1ccc2c(c1)C(O)(CC(=O)/C=C/C=C/c1ccccc1)C(=O)N2 (configuration not stated)
  4%	-18%	4%	-9	-21	-11%	-16%	-7	-2.7
15	CCOC(=O)NC(O)C(=O)c1cccs1 (configuration not stated)
  7%	-4%	-2%	-5	-3	-3%	2%	1	1.6
16	COc1ccc2oc(N)c(C=O)c(=O)c2c1
  6%	0%	7%	-8	-23	-5%	-3%	-4	-2.2
17	CN(C(=O)c1cccc(NC(=O)Cc2cccc(NC(=O)C3CCN(C(=O)C4CCCC4)CC3)c2)c1)C1CC1
  3%	6%	9%	2	-5	-5%	-6%	-14	-0.1
18	Cc1c(Cl)cccc1NC(=O)COC(=O)c1ccc(CN2CCCC2=O)cc1
  -4%	25%	6%	0	8	10%	1%	-16	0.5
19	CCc1c(C)nc(SC(C(=O)O)c2ccccc2)c(C#N)c1C (configuration not stated)
  3%	16%	0%	0	17	-2%	-5%	9	-1.9
20	CC(NC(=O)Cc1ccsc1)c1ccc(F)cc1 (configuration not stated)
  10%	-28%	5%	-11	-17	2%	-14%	-11	-2.3
21	COC(=O)c1scc(C)c1NC(=O)c1cccc(C#N)c1
  8%	6%	0%	-8	7	2%	-1%	5	-1.1
22	COCc1cc(C)n(CC(=O)OC)c(=O)c1C#N
  10%	30%[activator]	6%	-1	5	2%	-3%	6	-0.5
23	CCC1(C)OC(=O)N2CCc3c(C)[nH]c4c(C)ccc(c34)C21C (configuration not stated)
  4%	?	-4%	-3	2	1%	-5%	2	-2.1
24	C/C=C/c1ccccc1OCc1ccc(C(=O)OC)o1
  -7%	?	7%	1	12	5%	-1%	4	-0.3
25	Cc1onc(-c2ccccc2)c1C(=O)NNC(=S)NC(=O)c1ccc2c(c1)OCO2
  ?	?	0%	-17	10	0%	-10%	22	-2.0
26	COc1ccc(S(=O)(=O)N2CCCCC2)cc1C(=O)N1CCCCCC1
  2%	-12%	-3%	4	4	-12%	-6%	2	-3.8
27	O=C(NCc1ccccc1)c1cc(S(=O)(=O)N2CCCCC2)ccc1N1CCOCC1
  -8%	?	-4%	1	10	-29%	4%	3	-1.3
28	N#C/C(=C(/O)c1ccc([N+](=O)[O-])cc1)c1nnc2n1CCCCC2
  -6%	8%	0%	-10	-11	-28%	-6%	-9	-1.1
29	O=C(CSc1nc2ccccc2c(=O)[nH]1)c1cccs1
  -3%	51%[activator]	?	-6	-7	-4%	-8%	-6	-0.5
30	NC(=O)Nc1cccc2ccccc12
  -6%	5%	1%	-7	-7	5%	-6%	5	-2.7
31	CCn1c(=O)c2c3c(sc2n2cnnc12)CCC3
  5%	27%	19%	-1	36	-4%	-10%	1	-0.1
32	COc1ccc(SC[C@H](CC(C)C)N2CCN(C)CCC2=O)cc1
  -2%	0%	6%	1	8	6%	1%	16	0.4
33	CC(=O)c1c(N2CCN(c3ccc(F)cc3)CC2)nc(=S)n(Cc2ccccc2)c1C
  5%	-22%	-29%	-24	-5	-34%	-18%	-6	1.4
34	Cc1ccc([N+](=O)[O-])cc1NC(=O)c1c(-c2ccccc2)noc1C
  -9%	-2%	5%	5	0	3%	-4%	-2	1.7
35	Cc1ccc(S(=O)(=O)N2CCCCC2)cc1C(=O)c1nccn1C
  5%	8%	-4%	nt	-1	0%	-3%	6	2.2
36	CCc1nc2c(OCC(=O)C(C)(C)C)cccn2c1N(C)C(=O)Nc1ccccc1OC
  5%	-24%	-4%	-6	-21	8%	-10%	0	0.0
37	COc1ccccc1CNC(=O)CN(C)S(=O)(=O)c1ccc2c(c1)c(=O)n(C)c(=O)n2C
  1%	14%	6%	4	-2	-3%	-2%	0	-2.4
38	O=C(Cn1cnc2c(oc3nc4c(cc32)CCCC4)c1=O)Nc1cccc(Cl)c1
  324%[activator]	-28%	3%	?	-6	-12%	-18%	-21	-6.9
39	COc1ccc(C2C3=C(CC(C)(C)CC3=O)Oc3ncn(CCO)c(=N)c32)cc1OC (configuration not stated)
  2%	0%	17%	nt	9	4%	-9%	3	-0.5
40	COc1ccc2oc(C(=O)N(C)CCOc3ccc(Cl)cc3)c(C)c2c1
  13%	?	-4%	-2	-8	-4%	-6%	0	-1.8

2 of these compounds, set out differently:
(37) COc1ccccc1CNC(=O)CN(C)S(=O)(=O)c1ccc2c(c1)c(=O)n(C)c(=O)n2C
(38) O=C(Cn1cnc2c(oc3nc4c(cc32)CCCC4)c1=O)Nc1cccc(Cl)c1

Assay by compound	37	38
GLP1R cytotox	1%	324%[activator]
GLP1R inv ag	14%	-28%
GLP1R ag	6%	3%
PI5P4K alpha inh	4	?
DRD3 antagonist	-2	-6
WRN helicase inh	-3%	-12%
PLK1 PBD block	-2%	-18%
DRD3 agonist	0	-21
IL-2 act	-2.4	-6.9

Reprinted at random: 5 records from the list
Every second line gives: GLP1R cytotox	GLP1R inv ag	GLP1R ag	PI5P4K alpha inh	DRD3 antagonist	WRN helicase inh	PLK1 PBD block	DRD3 agonist	IL-2 act
31	CCn1c(=O)c2c3c(sc2n2cnnc12)CCC3
  5%	27%	19%	-1	36	-4%	-10%	1	-0.1
39	COc1ccc(C2C3=C(CC(C)(C)CC3=O)Oc3ncn(CCO)c(=N)c32)cc1OC (configuration not stated)
  2%	0%	17%	nt	9	4%	-9%	3	-0.5
38	O=C(Cn1cnc2c(oc3nc4c(cc32)CCCC4)c1=O)Nc1cccc(Cl)c1
  324%[activator]	-28%	3%	?	-6	-12%	-18%	-21	-6.9
14	Cc1ccc2c(c1)C(O)(CC(=O)/C=C/C=C/c1ccccc1)C(=O)N2 (configuration not stated)
  4%	-18%	4%	-9	-21	-11%	-16%	-7	-2.7
20	CC(NC(=O)Cc1ccsc1)c1ccc(F)cc1 (configuration not stated)
  10%	-28%	5%	-11	-17	2%	-14%	-11	-2.3

Following part:
Every second line gives: GLP1R cytotox	GLP1R inv ag	GLP1R ag	PI5P4K alpha inh	DRD3 antagonist	WRN helicase inh	PLK1 PBD block	DRD3 agonist	IL-2 act
41	O=S(=O)(NCC1OCCc2ccccc21)c1ccccc1 (configuration not stated)
  -9%	1%	4%	-19	-21	-4%	-6%	-3	-1.6
42	c1ccc2[nH]c(CN3CCCCC3)nc2c1
  -13%	0%	-6%	nt	-12	-1%	-1%	-19	-0.1
43	COC(=O)c1sc2nc(SCC(=O)N(C)c3ccccc3)n(N)c(=O)c2c1C
  4%	17%	19%	6	38	-3%	-7%	2	-0.1
44	Cc1c(C(=O)O)c(=S)sn1CCOc1ccccc1
  15%	-3%	-19%	-1	-1	-3%	?	4	-1.5
